G9a block: G9a (human) methyltransferase inhibition; Q96KQ7; G9a H3K9 monomethylation, AlphaScreen, 2 h; Potency, µM (top dose mostly 102 µM), inactives show at the highest dose activity, negative = inhibition, most hits filed as inhibitors; 350,000 tested, 8.8% active; AID 504332; also: % is scaled to controls: 0 for no effect and ±100 for the full control effect; nearly all actives have a fitted effect of over 75% in size
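Using a bead-based AlphaScreen, monomethylated H3K9 product from 2 h room-temperature reactions (G9a 20 nM, peptide 500 nM, SAM 20 uM) was detected with 0.5 ug/mL rabbit anti-H3K9me1 antibody.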
POLH inh: blocks human DNA polymerase eta activity; Q9Y253; recombinant Pol eta, fluorescent DNA replication assay; Potency, µM (titrated, usually from 114 µM), without a hit: at the highest dose activity change, negative = inhibition, usual class: inhibitors; 390,000 tested, 1.2% active; also: % is scaled to controls: 0 for no effect and ±100 for the full control effect
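Fluorescent replication assay: 50 nM final substrate added after a 15 min room-temperature compound preincubation with 10 nM enzyme. Signal taken at 0 min and again at 10 min.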
JMJD2A Tudor inh: JMJD2A Tudor domain (human) inhibition; O75164; AlphaScreen JMJD2A-Tudor / H3K4me3 peptide binding; Potency, µM (titrated, usually from 114 µM), for inactives: at the top dose activity change, negative = inhibition, usual class: inhibitors; 390,000 tested, 4.4% active; also: % is scaled to controls: 0 for no effect and ±100 for the full control effect; nearly all actives have a fitted effect of over 50% in size
POLK inh: inhibitors of human DNA polymerase kappa. AID 588579. 400,000 tested, 0.53% active. Q9UBT6. purified Pol kappa, fluorescent DNA synthesis assay, 10 min. Potency, µM (top dose mostly 107 µM), inactives show at the highest dose activity, negative = inhibition, hits mostly inhibitors; also: % is scaled to controls: 0 for no effect and ±100 for the full control effect
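First, compounds were pin-transferred onto 10 nM Pol kappa. After 15 min at room temperature, substrate was added to 50 nM final. Fluorescence was then measured kinetically at 0 and 10 min.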
POLI inh: inhibitors of human DNA polymerase iota | AID 588590 | Potency, µM (highest dose often 115 µM), inactives show at the top dose activity, negative = inhibition, most hits filed as inhibitors | Pol iota fluorescent replication assay, 10 min | 390,000 tested, 1% active | Q9UNA4
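Pol iota at 10 nM preincubated 15 min with compounds at room temperature; reaction started with fluorescent substrate, 50 nM final. Fluorescence read kinetically at 0 and 10 min; buffer-only wells as negative control.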
BLM helicase inh: Bloom syndrome helicase (human) inhibition; P54132; recombinant BLM DNA unwinding, fluorescence dequenching; Potency, µM (top dose mostly 56.1 µM), for inactives: at the highest dose activity change, negative = inhibition, hits mostly inhibitors; 350,000 tested, 0.2% active;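 also: plate controls were vehicle for no effect and no enzyme for full effect; nearly all actives have a fitted effect of over 35% in size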
APE1 inh: blocks human APE1 abasic DNA cleavage. P27695. recombinant APE1, TAMRA/BHQ-2 abasic DNA cleavage fluorescence. Potency, µM (titrated, usually from 65.8 µM), without a hit: at the top dose activity change, negative = inhibition, most hits filed as inhibitors. 350,000 tested, 0.35% active. AID 2517;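 also: plate controls were vehicle for no effect and reference inhibitor for full effect; nearly all actives have a fitted effect of over 55% in size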
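Step 1: APE1 (0.75 nM) with compound, 15 min RT. Step 2: add 50 nM fluorophore/quencher THF duplex. Step 3: three fluorescence reads 60 s apart (525/598 nm); read 3 minus read 1 = reaction progress.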
POLB inh: DNA polymerase beta (human) inhibition. P06746. Pol beta primer extension/strand displacement, fluorescence kinetic. Potency, µM (series often up to 114 µM), for the others: at the top dose activity change, negative = inhibition, usual class: inhibitors. 340,000 tested, 1.3% active. AID 485314; also: % is scaled to controls: 0 for no effect and ±100 for the full control effect
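Kinetic readout of DNA synthesis with strand displacement by Pol beta. Compound and 10 nM enzyme sit 15 min at room temperature; 50 nM substrate starts the reaction, read immediately and at 10 min.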
BAZ2B inh: blocks human BAZ2B | Q9UIF8 | AlphaScreen BAZ2B-H3K14Ac peptide displacement | Potency, µM (doses to about 114 µM), for inactives: at the top dose activity change, negative = inhibition, usual class: inhibitors | 360,000 tested, 4.4% active; also: % is scaled to controls: 0 for no effect and ±100 for the full control effect; nearly all actives have a fitted effect of over 60% in size
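Multi-concentration screen (max 110 uM) measuring displacement of acetylated histone H3 peptide from BAZ2B by AlphaScreen, using 50 nM protein, 50 nM peptide and 10 ug/mL streptavidin donor plus Ni-chelate acceptor beads.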
The depositor's hits bear a star; ? = inconclusive; / = no result given; & = joins results of further samples; [ ] = remark or other dose. Calls follow the shape of the dose curve; as a rule, active = well fitted curve in the direction sought with a large enough effect; inconclusive = small, poorly fitted or top-dose-only effect, or another doubt; inactive = no such curve, though single readings can be large; an effect the other way counts as inactive or inconclusive. Potency is read from the fitted curve at half-maximal effect. Some of the compounds tested. The share of hits here may be higher or lower than overall.

Structure	POLK inh	APE1 inh	JMJD2A Tudor inh	POLB inh	BAZ2B inh	BLM helicase inh	POLI inh	POLH inh	G9a block
COc1ccc(C)cc1NC(=O)c1nn(-c2ccccc2)cc1OC	-14%	-10%	-34%[57.1 µM]	18%	-3%	-4%	121%[activator]	-23%	?
S=C(Nc1ccc2snnc2c1)N1CCN(c2ccccn2)CC1	7%	0%	-4%	?	0%	-2%	8%	-7%	-28%[59 µM]
CC(=O)NCCn1c(SCC(=O)Nc2ccc(C)cc2)nc2ccccc2c1=O	-11%	5%	-18%&-11%	26%&1%	-7%&-13%	-5%&1%	144%&12%[activator]	-12%&-5%	9%&-3%[59 µM]
CC(=O)Nc1ccc(S(=O)(=O)N2CCCCC2c2cccnc2)cc1 (stereo unspecified)	-4%	2%	9%	36%	-4%	-1%	2%	-11%	-3%
Cc1cc(Cc2cc(C)c(O)c(CO)c2)cc(CO)c1O	-16%	/	-12%	/	/	/	-2%	-4%	/
O=C(/C=C/c1ccccc1)N(Cc1ccc(Cl)cc1)C1CCS(=O)(=O)C1 (stereo unspecified)	-9%	4%	-7%	1%	-27%	-8%	139%[activator]	-23%	6%
CCOC(=O)c1[nH]c2ccc(OC)cc2c1C	-11%	-1%	-10%	1%	2%	-3%	9%	-3%	27%
O=C(CNC(=O)c1ccccc1)OCc1cc(=O)n2nc(C3CCCCC3)sc2n1	-37%	/	-6%	3%	-1%	0%	?	-14%	12%[59 µM]

(next part)
Structure	POLK inh	APE1 inh	JMJD2A Tudor inh	POLB inh	BAZ2B inh	BLM helicase inh	POLI inh	POLH inh	G9a block
CCOc1cc(C(=O)N(C)CC(=O)Nc2cccc(F)c2)ccc1OCC(=O)N1CCCCC1	2%	7%	5%	/	6%	/	22%	-20%	2%
O=C(Nc1nnc(-c2cc(Cl)ccc2Cl)o1)c1ccc2c(c1)OCCO2	-8%[60.1 µM]	/	-13%	14%	5%	-3%	11%	-6%	48%[activator][59 µM]
CCOc1ccccc1NC(=O)Cn1c(-c2ccc(Cl)cc2)noc1=O	7%	-3%	-11%	1%	-10%	-5%	3%	-8%	?
Cc1cccc2c1Sc1ccc(Cl)cc1CC2N1CCNCC1 (stereo unspecified)	0%	/	?	/	/	/	4%	-10%	/
CCNC(=O)N1CCCC(C(=O)c2ccc3cc(OC)ccc3c2)C1 (stereo unspecified)	7%	1%	-6%	0%	-3%	3%	27%	-16%	?
COc1ccc(N(C(=O)c2snc(C(N)=O)c2N)C(C(=O)NC2CCCCC2)c2ccc(C)o2)cc1 (stereo unspecified)	-8%	-9%	-12%	-12%	3%	-13%	-1%	-22%	18%
CCN(CC)C(=S)Nc1ccc(OC)cc1	-2%	3%	-10%[57.1 µM]	41%	3%	2%	17%	-6%	21%[59 µM]
CCOc1ccccc1NC(=O)NCc1noc2ccc(C)cc12	-6%	/	9%	-23%	?	3%	-7%	-21%	8%[59 µM]

Later entries.
Structure	POLK inh	APE1 inh	JMJD2A Tudor inh	POLB inh	BAZ2B inh	BLM helicase inh	POLI inh	POLH inh	G9a block
COc1ccc(Cl)cc1NC(=O)CSc1nccn1-c1ccc(Cl)cc1	-2%[60.1 µM]	/	-16%	3%	-24%	-1%	33%[activator]	-15%	-32%[59 µM]
C1CCCN(c2nc3nonc3nc2N2CCCCCC2)CC1	-15%	-4%	-14%[11.4 µM]	1%	?	0%	77%[activator]	9%	-49%
CCOC(=O)C(C(=O)NCc1cccc(OC)c1)c1ncc(C(F)(F)F)cc1Cl (stereo unspecified)	-1%	-3%	-5%	14%	2%	-1%	8%	-26%	8%
CCN(CC)c1ccc2nc3ccccc3[n+](CC)c2c1	-35%	5%	?	?	40µM*	?	?	?	14µM*
NC(=O)CC(NC(=O)Cc1ccc(Br)cc1)c1ccc(NC2CCN(Cc3ccccc3)CC2)c([N+](=O)[O-])c1 (stereo unspecified)	12%	-8%	-19%	45µM*	-28%	-3%	1%	-11%	?
Cc1ccc2nc(-c3ccccn3)oc2c1	-1%	-1%	-9%	17%	7%	0%	8%	-1%	6%
O=C(N/N=C/c1c(O)n(-c2ccccc2Cl)c(=O)c2ccccc12)c1cccnc1	?	-5%	?	?	?	-10%	?	?	0%
COc1cc(Br)c(C(C)NC(=O)c2ccc(C)cc2)cc1OC (stereo unspecified)	-7%	-9%	-11%	10%	-29%	-2%	34%[activator]	-19%	34%

New compounds follow.
Structure	POLK inh	APE1 inh	JMJD2A Tudor inh	POLB inh	BAZ2B inh	BLM helicase inh	POLI inh	POLH inh	G9a block
Cc1ccc(CCNC(=O)CCn2nc(-c3ccccc3)ccc2=O)cc1	-9%[60.1 µM]	/	-12%	-14%	-6%	1%	13%	2%	1%[59 µM]
O=S(=O)(NCc1ccccc1Cl)c1cccs1	-1%	7%	-6%	8%	0%	-7%	46%[activator]	-10%	44%[59 µM]
CC(C)c1ccc(C(C(=O)NC(C)(C)C)N(C(=O)CNC(=O)c2ccco2)c2cccnc2)cc1 (stereo unspecified)	-2%	2%	4%	-7%	-3%	2%	30%	-3%	-14%[59 µM]
COc1cc(OC)c2c(O)c3c(c(-c4c5c(c(O)c6c(OC)cc(OC)cc46)CO[C@@H](C)[C@H]5O)c2c1)[C@H](O)[C@H](C)OC3	40µM*	?	50µM*	35µM*	45µM*	?	?	20µM*	9%[12.7 µM]
CN1C(=O)c2ccccc2Sc2ccc(NC(=O)NCc3cccc(Cl)c3)cc21	-6%	/	-19%	-15%	-24%	-9%	32%[activator]	-12%	-30%[59 µM]
O=C(c1ccccc1)N1CCC(c2nc3ccccc3o2)CC1	0%	/	-3%	2%	-31%	0%	13%	-18%	12%[59 µM]
Cc1ccc(C)c(NC(=O)CN(C)C(=O)c2ccccc2Cc2ccccc2)c1	-11%	54%	-1%	/	-1%	/	11%	-23%	-46%
O=C(O)c1ccc2c(c1)C(=O)N([C@H](Cc1ccc(O)c(O)c1)C(=O)O)C2=O	/	0%	89µM*	/	?	4%	/	/	2µM*

(further entries)
Structure	POLK inh	APE1 inh	JMJD2A Tudor inh	POLB inh	BAZ2B inh	BLM helicase inh	POLI inh	POLH inh	G9a block
Cc1nc2ccccc2c(=O)n1NC(=O)COc1ccccc1	6%	0%	-17%	14%	-22%	-1%	15%	9%	-43%[12.7 µM]
CCOC(=O)C1CCCN(C(=O)Cc2c(C(=O)O)[nH]c3ccccc23)C1 (stereo unspecified)	2%	-4%	-19%	16%	2%	0%	2%	-7%	18%[2.33 µM]
COc1ccccc1-c1c(C(F)(F)F)oc2cc(OC(=O)c3ccc([N+](=O)[O-])cc3)ccc2c1=O	-6%	-3%	?	10%	?	-2%	64%[activator]	-10%	25µM*
CC(=O)Nc1ccc(NC(=O)c2oc3cc(C)c(C)cc3c2C)cc1	-8%	-7%	-17%	-9%	6%	-4%	1%	-5%	?
CC(C)C(=O)Nc1ccc2c(c1)nc(CCN1CCN(c3ccccc3)CC1)n2C	3%	-6%	2%	30%	2%	-2%	-13%	-13%	/
Cc1cccc(C(=O)Nc2sc(C(=O)N3CCCC3)c(C)c2C#N)c1	6%	0%	-24%	3%	-2%	0%	-7%	-12%	5%[12.7 µM]
Cc1c(NC(=O)c2cnn3cccnc23)c(=O)n(-c2ccccc2)n1C	-1%	0%	3%	-1%	5%	-1%	2%	-18%	20%[59 µM]
CCCCCCc1ccc(N2C[C@H](Cc3ccccc3)[C@@H](CC(=O)Nc3ccccc3)C2=O)cc1	-7%&-11%	63%[activator]	-22%	-2%	-5%[57.1 µM]	-5%	25%&4%	-17%	?

Going on with the list:
Structure	POLK inh	APE1 inh	JMJD2A Tudor inh	POLB inh	BAZ2B inh	BLM helicase inh	POLI inh	POLH inh	G9a block
CCN(CC)C(=O)CSc1nc2ncccc2[nH]1	-5%	2%	-17%	4%	2%	2%	13%	-4%	13%
COc1cc(S(=O)(=O)n2ccc(C)n2)ccc1Cl	1%	13%	-13%	23%	5%	-4%	-5%	-10%	35%[59 µM]
CCc1cccc(NS(=O)(=O)c2ccc(-n3cccn3)cc2)c1	2%&-11%	43%	-8%	-28%&4%	-4%[57.1 µM]	-4%&-6%	8%&7%	-19%&-3%	12%
CCCNC(=O)Cn1c(=O)oc2cc(S(=O)(=O)N3CC(C)CC(C)C3)ccc21 (stereo unspecified)	-10%	28%	-8%	-7%	-3%	-1%	-10%	-3%	18%
Cc1cc2n(n1)C(c1ccsc1)Nc1ccccc1-2 (stereo unspecified)	-5%	0%	31%[activator]	0%	80%[activator]	-2%	12%	-16%	?
Cn1ncc(Cl)c1C(=O)NC1C2CC3CC(C2)CC1C3 (stereo unspecified)	2%	-1%	8%	-25%	1%	1%	29%	-19%	-5%
COc1ccc(-c2[nH]ncc2/C=N\NC(=O)c2ccc(C(C)(C)C)cc2)cc1OC	-15%	2%	?	-19%	-31%	-9%	44%[activator]	-15%	12%[59 µM]
c1cncc(CNc2ncn[nH]2)c1	-8%	-1%	-4%[11.4 µM]	0%	-18%	-8%	37%	4%	10%

Following part
Structure	POLK inh	APE1 inh	JMJD2A Tudor inh	POLB inh	BAZ2B inh	BLM helicase inh	POLI inh	POLH inh	G9a block
CC(=O)c1ccccc1OCCCOc1cccc2cccnc12	-6%	/	-3%	/	/	/	6%	-5%	/
COc1ccc(/C=C(/C#N)C(=O)Nc2cccc(C)c2C)cc1C(=O)O	-2%	-4%	-1%	-9%	4%	-2%	-6%	-1%	-3%[12.7 µM]
Cc1nnc(NCCN2CCOCC2)[nH]c1=O	-19%	-8%	-24%[11.4 µM]	?	8%	-1%	-5%	-9%	3%[12.7 µM]
O=C1CC(c2ccccc2)Sc2nc3ccccc3n21 (stereo unspecified)	2%	-2%	18%	-3%	11%	-3%	53%[activator]	-18%	?
CCOC(=O)c1c(C)[nH]c(C(=O)OCC(=O)N2c3ccccc3CC2C)c1C (stereo unspecified)	-1%	-3%	-4%	-25%	3%	-4%	0%	-8%	20%
O=C(NCCc1nc2ccccc2n1Cc1ccccc1)c1ccco1	21%	/	-28%	19%	-14%	3%	14%	-12%	-19%[59 µM]

3 entries from above in a different format:
Each structure is followed by: POLK inh	APE1 inh	JMJD2A Tudor inh	POLB inh	BAZ2B inh	BLM helicase inh	POLI inh	POLH inh	G9a block
- Cc1nnc(NCCN2CCOCC2)[nH]c1=O
  -19%	-8%	-24%[11.4 µM]	?	8%	-1%	-5%	-9%	3%[12.7 µM]
- CCOC(=O)c1c(C)[nH]c(C(=O)OCC(=O)N2c3ccccc3CC2C)c1C (stereo unspecified)
  -1%	-3%	-4%	-25%	3%	-4%	0%	-8%	20%
- CC(=O)c1ccccc1OCCCOc1cccc2cccnc12
  -6%	/	-3%	/	/	/	6%	-5%	/
